Keap1-Nrf2 PPI: Keap1-Nrf2 protein-protein interaction inhibitors, primary screen, biochemical, fluorescence polarization, single point; Kelch-like ECH-associated protein 1 (Homo sapiens), Q14145; Keap1 Kelch-Nrf2 peptide fluorescence polarization, 1536-well; inhibition, % at 9.4 µM; hit rate 0.15% among 340,000; AID 504523, 2011; in the data active means inhibition above about 12%;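 further: human Keap1 Kelch domain with fluorescein labeled Nrf2 9mer peptide probe; 0% = neutral control wells and 100% = peptide positive control; higher means more block of Keap1 binding to Nrf2 peptide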
RTF Ca sens inh: cardiac RTF calcium sensitivity inhibitors, primary screen, biochemical, IANBD-TnC fluorescence, EC70 calcium; Troponin I, cardiac muscle (Homo sapiens) + Troponin T, cardiac muscle (Homo sapiens) + …; AID 493244, 2011; hit rate 0.12% among 340,000; inhibition, % at 7.15 µM; IANBD-labeled cardiac RTF, Ca2+ fluorescence;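 active means inhibition above the mean inhibition of all tested compounds plus 3 SD, cut at about 17% in these data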;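 further: assay run at fixed EC70 calcium of 1.6 mM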
CAL PDZ FP-1: CAL PDZ peptide-binding inhibitors, primary screen, biochemical, fluorescence polarization, Cer-tagged CAL PDZ, HTS. Golgi-associated PDZ and coiled-coil motif-containing protein (Homo sapiens), Q9HD26. purified CAL PDZ, TMR-peptide fluorescence polarization, 1 h. inhibition, % at 20 µM. hit rate 0.02% among 330,000. AID 504414, 2011;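 active means highest replicate inhibition of at least 40%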;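 further: plate controls were DMSO neutral control wells for no effect and unlabeled competitor peptide control wells for full effect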
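Assay system – tagged CAL PDZ protein CerCALP, purified · Timing – 1 h at RT · Compound – single point, 20 µM · Measured by – fluorescence polarization from S- and P-plane intensities, G-factor corrected · Evaluation – inhibition from polarization loss · Probe or stimulus – TMR reporter peptide T*-PRC34 · Buffer or medium – pH 7.4 phosphate-saline buffer, reducing agent, detergent, IgG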
Pemphigus Ab inh: inhibitors of pemphigus antibody binding to DSG3, primary screen, biochemical, bead-based, flow cytometry, scFv-GFP; Desmoglein-3 (Homo sapiens), P32926; DSG3-coupled beads, scFv-anti-DSG3-GFP binding; active compounds read low; binding (percent of control), % at 10 µM; hit rate 0.48% among 310,000; AID 588358, 2011;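 active means binding more than 3 SD below its plate's average and above zero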;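 further: hits lower antibody fragment binding to DSG3; some compounds called inactive have numbers as strong as hits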
CAL PDZ FP-2: untagged CAL PDZ binding inhibitors, primary screen, biochemical, fluorescence polarization, HTS; AID 602252, 2012; hit rate 0.92% among 300,000; Golgi-associated PDZ and coiled-coil motif-containing protein (Homo sapiens), Q9HD26; purified CAL PDZ, TMR-peptide fluorescence polarization, 1 h; inhibition, % at 24.9 µM;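 active means mean inhibition of at least 30% with at least half of replicates also reaching 30%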;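 further: 0% = DMSO neutral control and 100% = excess unlabeled competitor peptide PRC23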
DAGLB inhibitor: DAGLB lipase inhibitors, primary screen, biochemical, fluorescence, HTS; Diacylglycerol lipase-beta (Homo sapiens), Q8NCG7; HEK293T DAGLB membrane lysate, EnzChek fluorogenic substrate; inhibition, % at 5.17 µM; hit rate 0.059% among 340,000; in the data active means inhibition above about 34%;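 further: 0% = enzyme with vehicle and 100% = wells lacking enzyme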
NSD2 inh: NSD2 histone methyltransferase inhibitors, primary screen, biochemical, AlphaScreen, single concentration, set 2; Histone-lysine N-methyltransferase NSD2 (Homo sapiens), O96028; NSD2 peptide methylation, 120 min; inhibition, % at 12.5 µM; hit rate 0.54% among 310,000; in the data active means inhibition above about 50%
Target sequence (O96028 whole entry, looked up): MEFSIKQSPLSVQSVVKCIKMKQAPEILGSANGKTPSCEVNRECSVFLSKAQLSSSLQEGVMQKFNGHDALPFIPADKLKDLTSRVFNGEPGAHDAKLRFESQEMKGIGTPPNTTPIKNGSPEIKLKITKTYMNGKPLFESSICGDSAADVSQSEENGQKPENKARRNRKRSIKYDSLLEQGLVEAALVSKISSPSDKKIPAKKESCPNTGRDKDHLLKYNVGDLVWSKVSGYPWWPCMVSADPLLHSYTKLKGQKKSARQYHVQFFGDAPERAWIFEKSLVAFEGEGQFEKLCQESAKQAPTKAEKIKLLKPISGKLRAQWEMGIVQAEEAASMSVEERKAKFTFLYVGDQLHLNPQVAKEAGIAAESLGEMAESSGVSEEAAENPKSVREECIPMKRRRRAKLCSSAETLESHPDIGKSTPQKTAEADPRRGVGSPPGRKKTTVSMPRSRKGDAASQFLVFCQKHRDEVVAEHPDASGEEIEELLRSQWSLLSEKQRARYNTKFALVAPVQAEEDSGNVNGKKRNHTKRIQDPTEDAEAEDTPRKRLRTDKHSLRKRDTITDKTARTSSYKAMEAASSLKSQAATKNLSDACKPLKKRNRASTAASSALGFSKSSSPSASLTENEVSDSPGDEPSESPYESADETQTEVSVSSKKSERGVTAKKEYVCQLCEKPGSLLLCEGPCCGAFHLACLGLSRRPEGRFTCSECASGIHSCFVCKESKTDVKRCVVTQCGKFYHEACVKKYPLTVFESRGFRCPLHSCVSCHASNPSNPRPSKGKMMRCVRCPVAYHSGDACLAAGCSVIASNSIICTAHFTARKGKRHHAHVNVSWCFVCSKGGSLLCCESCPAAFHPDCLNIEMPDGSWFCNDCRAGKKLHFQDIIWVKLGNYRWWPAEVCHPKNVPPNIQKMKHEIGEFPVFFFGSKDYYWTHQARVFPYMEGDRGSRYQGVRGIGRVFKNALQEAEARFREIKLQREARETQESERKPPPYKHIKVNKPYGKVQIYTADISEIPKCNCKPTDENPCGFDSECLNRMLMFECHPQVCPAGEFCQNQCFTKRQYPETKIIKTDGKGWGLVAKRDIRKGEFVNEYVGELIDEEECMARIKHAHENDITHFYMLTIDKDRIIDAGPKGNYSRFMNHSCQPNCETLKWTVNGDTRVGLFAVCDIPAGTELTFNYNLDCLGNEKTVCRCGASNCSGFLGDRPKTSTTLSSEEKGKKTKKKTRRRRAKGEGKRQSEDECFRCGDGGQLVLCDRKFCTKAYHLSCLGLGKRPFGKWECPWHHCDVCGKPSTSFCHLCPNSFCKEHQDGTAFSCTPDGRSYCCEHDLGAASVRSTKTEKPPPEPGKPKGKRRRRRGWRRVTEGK
Arrestin-AP2 inh: inhibitors of beta-arrestin/AP2 binding, primary screen, biochemical, GPCR trafficking, flow cytometry; inhibition, % at 10 µM; FITC-arrestin peptide / GST-AP2 beads; AP2 beta2 appendage carries R879A mutation; beta-arrestin 1 C-terminal peptide binding to AP2 beta2-adaptin appendage (human); AID 504490, 2011; hit rate 0.31% among 340,000;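 active means inhibition above a set limit, near 3 SD of compounds lacking own fluorescence, cut at about 54% in these data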;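 further: plate controls were DMSO wells for no effect and 5 µM unlabelled arrestin peptide for full effect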
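System: GST-AP2 R879A glutathione beads. Medium: PBS with 0.05% Tween 20 and 0.1% BSA. Also added: FITC-arrestin peptide, 50 nM. Incubation: 12 min plus 1 h, RT. Measured by: high-throughput flow cytometry of beads, ex 488, em 535 nm. Evaluation: percent drop in bead-associated FITC signal.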
C-LANA FP: inhibitors of KSHV C-LANA binding to DNA, primary screen, biochemical, fluorescence polarization, FAM-LBS DNA, MBP-C-LANA, single point; inhibition, % at 9 µM; hit rate 0.078% among 340,000;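 active means highest replicate inhibition at or above 60% at 9 µM, even if other replicates fall short; inactive means all replicates below 60% inhibition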;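 further: 0% = neutral control wells and 100% = 4 µM acridine orange control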
V-ATPase pHluor: regulators of yeast V-ATPase proton pumping, primary screen, pHLuorin cytosolic pH fluorescence; S. cerevisiae; response, % at 10 µM; hit rate 0.37% among 350,000; in the data active means response mostly above about 7.3%, no sharp cut-off; inactive means mostly below about 5.4%; further: actives read high; inactives centre near 0; some compounds called inactive have numbers as strong as hits; reference of the scale not given here
Active calls of the source: *.

Preview, 2 compounds:
Screening O=C(COC(=O)/C=C/c1ccccc1[N+](=O)[O-])NCc1ccco1 returned Keap1-Nrf2 PPI -4, RTF Ca sens inh 3, CAL PDZ FP-1 0.5, Pemphigus Ab inh 93, DAGLB inhibitor -3, NSD2 inh -1, Arrestin-AP2 inh -6, C-LANA FP -1.0 and V-ATPase pHluor -1.
For CN(C(=O)c1ccco1)c1nc(-c2ccc(F)cc2)cs1 the results were Keap1-Nrf2 PPI -1, RTF Ca sens inh 0, CAL PDZ FP-1 0.1, Pemphigus Ab inh 108, DAGLB inhibitor -17, NSD2 inh -3, Arrestin-AP2 inh 9, C-LANA FP 3.1 and V-ATPase pHluor -3.

The listing, from the start:
Screening O=C(COC(=O)/C=C/c1ccccc1[N+](=O)[O-])NCc1ccco1 returned Keap1-Nrf2 PPI -4, RTF Ca sens inh 3, CAL PDZ FP-1 0.5, Pemphigus Ab inh 93, DAGLB inhibitor -3, NSD2 inh -1, Arrestin-AP2 inh -6, C-LANA FP -1.0 and V-ATPase pHluor -1.
For CN(C(=O)c1ccco1)c1nc(-c2ccc(F)cc2)cs1 the results were Keap1-Nrf2 PPI -1, RTF Ca sens inh 0, CAL PDZ FP-1 0.1, Pemphigus Ab inh 108, DAGLB inhibitor -17, NSD2 inh -3, Arrestin-AP2 inh 9, C-LANA FP 3.1 and V-ATPase pHluor -3.
Cc1c(C(=O)N(C)CCOc2ccccc2)oc2c(Cl)cccc12 was read as Keap1-Nrf2 PPI 3, RTF Ca sens inh 2, CAL PDZ FP-1 -0.9, Pemphigus Ab inh 95, CAL PDZ FP-2 0, DAGLB inhibitor -22, NSD2 inh -3, Arrestin-AP2 inh -7, C-LANA FP -2.4 and V-ATPase pHluor -1.
CCCN1Cc2cccc(C(=O)NC(CC(=O)OCC)c3ccc(C)cc3)c2C1=O (centres undefined) was read as Keap1-Nrf2 PPI 0, RTF Ca sens inh -5, CAL PDZ FP-1 -1.8, Pemphigus Ab inh 96, CAL PDZ FP-2 -3, DAGLB inhibitor 0, NSD2 inh -3, Arrestin-AP2 inh 2, C-LANA FP 0.3 and V-ATPase pHluor -2.
For CC(C)n1c(SCC(N)=O)nc2c1c(=O)[nH]c(=O)n2C the results were Keap1-Nrf2 PPI 3, RTF Ca sens inh 7, CAL PDZ FP-1 1.5, Pemphigus Ab inh 97, CAL PDZ FP-2 0, DAGLB inhibitor 3, NSD2 inh 3, Arrestin-AP2 inh -4, C-LANA FP 3.0 and V-ATPase pHluor -1.
For COc1cc(Br)c(C2C(C#N)=C(N)Oc3n[nH]c(-c4cccnc4)c32)cc1OC (centres undefined) the results were Keap1-Nrf2 PPI 4, RTF Ca sens inh -2, CAL PDZ FP-1 -0.7, Pemphigus Ab inh 99, DAGLB inhibitor 2, NSD2 inh 1, Arrestin-AP2 inh 13, C-LANA FP 0.5 and V-ATPase pHluor 0.
O=C(Nc1ccc(F)c(F)c1)C1CCN(S(=O)(=O)c2cccs2)CC1 was read as Keap1-Nrf2 PPI -2, RTF Ca sens inh 0, CAL PDZ FP-1 -1.0, Pemphigus Ab inh 105, CAL PDZ FP-2 6, DAGLB inhibitor -4, NSD2 inh -2, Arrestin-AP2 inh 4, C-LANA FP -1.6 and V-ATPase pHluor 8.3*.
For c1ccc(CN2C3=NCCCN3c3ccccc32)cc1 the results were Keap1-Nrf2 PPI 1, RTF Ca sens inh 7, CAL PDZ FP-1 0.0, Pemphigus Ab inh 102, CAL PDZ FP-2 2, DAGLB inhibitor -4, NSD2 inh -2, Arrestin-AP2 inh 0, C-LANA FP 2.3 and V-ATPase pHluor 0.
CCCC(C)C(=O)Nc1nc(C)c(-c2csc(Nc3ccc(Cl)cc3)n2)s1 (centres undefined) was read as Keap1-Nrf2 PPI -6, RTF Ca sens inh 6, CAL PDZ FP-1 -0.1, Pemphigus Ab inh 99, CAL PDZ FP-2 -4, DAGLB inhibitor 0, Arrestin-AP2 inh -3, C-LANA FP -1.5 and V-ATPase pHluor 1.
For O=C(Nc1ccccc1OC(F)F)C1CC(=O)N(Cc2ccccc2)C1 (centres undefined) the results were Keap1-Nrf2 PPI -2, RTF Ca sens inh -18, CAL PDZ FP-1 -3.2, Pemphigus Ab inh 100, CAL PDZ FP-2 -1, DAGLB inhibitor 0, NSD2 inh 8, Arrestin-AP2 inh 23, C-LANA FP -1.8 and V-ATPase pHluor -3.
`COC(=O)C1=C(C)N(c2ccc(Br)cc2)C(=O)/C1=C\c1ccco1` gave Keap1-Nrf2 PPI -1, RTF Ca sens inh -1, CAL PDZ FP-1 -1.3, Pemphigus Ab inh 110, DAGLB inhibitor -3, NSD2 inh 3, Arrestin-AP2 inh 4, C-LANA FP -0.6 and V-ATPase pHluor 1.
`Cc1ccc(OCc2ccc(C(=O)Nc3nc4ccccc4n3Cc3ccccc3)o2)c([N+](=O)[O-])c1` gave Keap1-Nrf2 PPI -3, RTF Ca sens inh -1, CAL PDZ FP-1 -1.6, Pemphigus Ab inh 94, CAL PDZ FP-2 -1, DAGLB inhibitor 0, NSD2 inh 1, Arrestin-AP2 inh -5, C-LANA FP -0.5 and V-ATPase pHluor 1.
Screening O=C(O)CCC(=O)Nc1sc2c(c1C(=O)NC1CCCC1)CCCC2 returned Keap1-Nrf2 PPI -2, RTF Ca sens inh -6, CAL PDZ FP-1 -3.4, Pemphigus Ab inh 113, CAL PDZ FP-2 -1, DAGLB inhibitor 2, NSD2 inh 2, Arrestin-AP2 inh 22, C-LANA FP -0.4 and V-ATPase pHluor 5.
`O=C(O)c1ccsc1Cc1cccs1` gave Pemphigus Ab inh 107, DAGLB inhibitor -4, NSD2 inh 0 and V-ATPase pHluor -3.
Screening COc1ccc(CNC(=O)C2CCN(C(=O)c3ccccc3)CC2)cc1 returned Keap1-Nrf2 PPI 0, RTF Ca sens inh -1, CAL PDZ FP-1 -38, Pemphigus Ab inh 102, CAL PDZ FP-2 -4, DAGLB inhibitor -1, NSD2 inh 1, Arrestin-AP2 inh -11, C-LANA FP 0.0 and V-ATPase pHluor 6.
Screening CCCCc1cc(=O)oc2cc(OC3CCCCC3=O)ccc12 (centres undefined) returned Keap1-Nrf2 PPI -8, RTF Ca sens inh -12, CAL PDZ FP-1 -2.8, Pemphigus Ab inh 100, CAL PDZ FP-2 0, DAGLB inhibitor -2, NSD2 inh -2, Arrestin-AP2 inh 25, C-LANA FP -0.2 and V-ATPase pHluor 5.
For C=CCn1cccc(C(=O)Nc2ccc(OC)cc2)c1=O the results were Keap1-Nrf2 PPI -3, CAL PDZ FP-1 -1.2, CAL PDZ FP-2 -3, NSD2 inh -1, Arrestin-AP2 inh -8, C-LANA FP -0.7 and V-ATPase pHluor -1.
`COc1ccc(C(=O)NCC(=O)NCc2ccc3c(c2)OCO3)cc1[N+](=O)[O-]` gave Pemphigus Ab inh 101, DAGLB inhibitor -1, NSD2 inh 2 and V-ATPase pHluor -3.
Screening COc1ccc(/C=C(/NC(=O)c2ccccc2)C(=O)NCC2CCCO2)cc1 (centres undefined) returned Keap1-Nrf2 PPI -8, RTF Ca sens inh -11, CAL PDZ FP-1 -2.3, CAL PDZ FP-2 -2, DAGLB inhibitor -2, NSD2 inh -2, Arrestin-AP2 inh 8, C-LANA FP -1.4 and V-ATPase pHluor -1.
COc1cc2c(cc1NC(=O)c1cc(-c3ccncc3)nc3ccccc13)oc1ccccc12 was read as Keap1-Nrf2 PPI -3, RTF Ca sens inh -3, CAL PDZ FP-1 -1.0, CAL PDZ FP-2 -1, DAGLB inhibitor 9, NSD2 inh 2, Arrestin-AP2 inh 3, C-LANA FP -1.8 and V-ATPase pHluor 0.
O=C(CN1CCC(C(=O)O)CC1)Nc1ccccc1Oc1ccccc1 was read as Pemphigus Ab inh 103, NSD2 inh -1, Arrestin-AP2 inh -16 and V-ATPase pHluor 4.
`Cc1ccc(Nc2nnc(SCC(=O)NC3CCCc4ccccc43)s2)cc1` (centres undefined) gave Keap1-Nrf2 PPI 0, RTF Ca sens inh 0, CAL PDZ FP-1 -0.8, Pemphigus Ab inh 96, CAL PDZ FP-2 2, DAGLB inhibitor 1, NSD2 inh -2, Arrestin-AP2 inh -3, C-LANA FP -1.3 and V-ATPase pHluor 4.
For CC(C)(C)c1ccc(N2C(=O)CC(c3ccccc3)C2=O)cc1 (centres undefined) the results were Keap1-Nrf2 PPI 4, RTF Ca sens inh 0, CAL PDZ FP-1 1.8, Pemphigus Ab inh 92, CAL PDZ FP-2 2, DAGLB inhibitor -8, NSD2 inh -2, Arrestin-AP2 inh 33, C-LANA FP -0.6 and V-ATPase pHluor -1.
For CCCNC(=O)Nc1nc2ccccc2s1 the results were Keap1-Nrf2 PPI -5, RTF Ca sens inh 5, CAL PDZ FP-1 -1.2, Pemphigus Ab inh 93, CAL PDZ FP-2 0, DAGLB inhibitor 0, Arrestin-AP2 inh 18, C-LANA FP -2.4 and V-ATPase pHluor 3.
CCCCNC(=O)c1nn2c(C(F)(F)F)cc(-c3ccc(OC)cc3)nc2c1Br was read as Keap1-Nrf2 PPI -3, RTF Ca sens inh -13, Pemphigus Ab inh 87, CAL PDZ FP-2 -2, DAGLB inhibitor -4, NSD2 inh -4, Arrestin-AP2 inh 6, C-LANA FP 2.1 and V-ATPase pHluor -4.
Screening COc1ccc(CCN(C)C/C=C/c2ccccc2)cc1OC returned Keap1-Nrf2 PPI -5, RTF Ca sens inh 0, CAL PDZ FP-1 -1.0, Pemphigus Ab inh 108, CAL PDZ FP-2 -3, DAGLB inhibitor -3, NSD2 inh 5, Arrestin-AP2 inh -10, C-LANA FP -0.4 and V-ATPase pHluor 3.

Only part of the results is shown. The share of hits here may be higher or lower than overall.
